Screening data: PubChem BioAssay, National Center for Advancing Translational Sciences (NCATS)
AmpC detergent: AmpC beta-lactamase inhibition with detergent present | 370,000 tested, 0.041% active | AmpC hydrolysis of nitrocefin, absorbance 480 nm, 0.01% Triton | P00811 | Potency, µM (titrated, usually from 114 µM), inactives show top-dose activity change, negative = inhibition, most hits filed as inhibitors;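 note: potency is the fitted concentration of half-maximal effect; 0% = no-compound wells and -100% = no-enzyme wells; nearly all actives have a fitted effect of over 25% in size; some results filed as inactive show a strong effect at the top dose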
Target sequence (P00811 whole entry, looked up): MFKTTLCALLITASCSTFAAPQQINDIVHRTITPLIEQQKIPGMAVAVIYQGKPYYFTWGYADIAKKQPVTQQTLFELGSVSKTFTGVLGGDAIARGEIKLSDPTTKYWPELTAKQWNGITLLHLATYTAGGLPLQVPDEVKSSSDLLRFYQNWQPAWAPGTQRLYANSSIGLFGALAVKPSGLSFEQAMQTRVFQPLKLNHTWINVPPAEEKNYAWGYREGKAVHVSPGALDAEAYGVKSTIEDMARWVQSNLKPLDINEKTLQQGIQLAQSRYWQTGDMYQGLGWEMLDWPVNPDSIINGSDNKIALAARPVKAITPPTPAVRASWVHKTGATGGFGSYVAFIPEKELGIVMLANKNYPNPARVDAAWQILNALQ
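20 mM phosphate pH 7.0 + 0.01% (detergent screen) or 0.0001% Triton X-100; 5.3 nM AmpC reagent; cpd preinc 15 min RT; nitrocefin (800 uM stock) to start; A480 q20 s × 4 min; Activity was normalised to no-enzyme and no-compound control wells.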
AMA1 RON2 block: inhibitors of Plasmodium falciparum AMA1-RON2 interaction; AlphaScreen AMA1-biotinylated RON2 peptide binding; Potency, µM (doses to about 58.2 µM), without a hit: at the top dose activity change, negative = inhibition, actives largely listed as inhibitors; 360,000 tested, 0.2% active;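 note: potency is the fitted concentration of half-maximal effect; 0% = vehicle wells and -100% = peptide control; nearly all actives have a fitted effect of over 45% in size; some results filed as inactive show a strong effect at the top dose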
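AMA1 (3D7) with his tag at 25 nM final met compounds first, then biotinylated RON2 peptide at 25 nM; detection used donor plus acceptor beads, 10 µg/mL apiece, read by AlphaScreen after 30 min at room temperature.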
AmpC inh no detg: inhibitors of E. coli AmpC beta-lactamase without detergent; AmpC nitrocefin hydrolysis, absorbance 480 nm, 0.0001% Triton; Potency, µM (doses to about 57.1 µM), without a hit: top-dose activity change, negative = inhibition, hits mostly inhibitors; 330,000 tested, 0.52% active; AID 485341;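 note: potency is the fitted concentration of half-maximal effect; plate controls were no compound for no effect and no enzyme for full effect; nearly all actives have a fitted effect of over 20% in size; some results filed as inactive show a strong effect at the top dose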
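AmpC (5.3 nM in the dispensed reagent) in 20 mM phosphate pH 7.0 with 0.01% (detergent screen) or 0.0001% Triton X-100 was preincubated with compounds for 15 min at room temperature. Nitrocefin was then added from an 800 uM solution, and hydrolysis was followed at 480 nm.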
LmPK inhibitor: LmPK (Leishmania mexicana) enzyme inhibition. purified LmPK, Kinase-Glo ATP luminescence, 1 h. Potency, µM (titrated, usually from 57.5 µM), for the others: at the highest dose activity change, negative = inhibition, usual class: inhibitors. 290,000 tested, 0.37% active. AID 1721; note: potency is the fitted concentration of half-maximal effect
Target sequence (Q27686 whole entry, looked up): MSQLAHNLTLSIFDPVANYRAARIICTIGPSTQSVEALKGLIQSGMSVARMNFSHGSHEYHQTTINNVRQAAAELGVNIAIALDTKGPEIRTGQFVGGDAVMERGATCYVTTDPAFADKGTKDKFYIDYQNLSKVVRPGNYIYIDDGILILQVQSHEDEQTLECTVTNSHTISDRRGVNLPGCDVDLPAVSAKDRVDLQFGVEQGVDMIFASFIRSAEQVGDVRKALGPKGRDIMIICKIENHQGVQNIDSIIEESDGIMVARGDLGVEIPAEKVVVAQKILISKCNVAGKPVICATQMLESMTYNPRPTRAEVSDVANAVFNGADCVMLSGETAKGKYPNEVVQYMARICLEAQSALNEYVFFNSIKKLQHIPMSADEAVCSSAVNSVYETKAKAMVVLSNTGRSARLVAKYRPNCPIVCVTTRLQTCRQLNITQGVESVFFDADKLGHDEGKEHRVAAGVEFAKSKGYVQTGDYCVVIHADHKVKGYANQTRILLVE
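Kinase-Glo luminescence read after 1 h RT reaction of 0.1 nM LmPK with 0.5 mM PEP and 0.1 mM ADP. Activity scaled between uninhibited and enzyme-free controls.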
HCV inh: blocks hepatitis C virus; 340,000 tested, 3.4% active; Potency, µM (titrated, usually from 41.8 µM), for inactives: top-dose activity change, negative = inhibition, hits mostly inhibitors; Huh7.5.1 HCVcc-Cre infection, luciferase reporter, 44 h; note: potency is the fitted concentration of half-maximal effect
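Luciferase read-out (15 sec integration) after a 15 min room-temperature substrate step quantifies HCVcc-Cre infection. Cells, 1,000 per well, had compound added 4 h post-plating, then virus at ~0.5 moi, and were cultured 44 h.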
TbPYK inhibitor: inhibitors of Trypanosoma brucei pyruvate kinase; TbPYK enzyme, Kinase-Glo Plus ATP luminescence, 45 min; Potency, µM (series often up to 76.8 µM), for inactives: at the top dose activity, negative = inhibition, hits mostly inhibitors; 410,000 tested, 0.12% active; Q57TT1; AID 624173; note: potency is the fitted concentration of half-maximal effect; nearly all actives have a fitted effect of over 50% in size
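T. brucei PYK with substrate was exposed to pin-transferred compounds across a concentration series, then started with 130 uM ADP (final). After 45 min at room temperature, Kinase-Glo Plus luminescence was read, normalized and curve-fitted.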
HCMV antiviral: human cytomegalovirus inhibition. 410,000 tested, 4.5% active. HFF cells, HCMV-luciferase reporter, 72 h; hits give low values. AID 1259415. activity change, negative = inhibition, % at 57.5 µM; in the data active = activity change below about -60%; inconclusive = no clear call, values can overlap the other calls; inactive = above about -39%
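Luciferase read-out from HCMV-luciferase-infected HFFs (MOI 1 PFU/cell) 72 h post infection at 37C; compounds added after 16 h cell attachment; activity normalized between buffer-only basal and Salinomycin (10uM) inhibitor controls.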
Numbers without * were called inactive; u = inconclusive; x = no result given; & = joins results of further samples; [ ] = remark or other dose. Unless noted, calls come from the whole dose curve; as a rule, active = well fitted curve in the direction sought with a large enough effect; inconclusive = small, poorly fitted or top-dose-only effect, or another doubt; inactive = no such curve, though single readings can be large; an effect the other way counts as inactive or inconclusive. Unless noted, % is set by controls: 0 for no effect and ±100 for the full control effect.

| SMILES | TbPYK inhibitor | HCV inh | HCMV antiviral | AmpC detergent | AMA1 RON2 block | LmPK inhibitor | AmpC inh no detg |
| --- | --- | --- | --- | --- | --- | --- | --- |
| COc1ccc(CCNC(=O)C/C(C)=N/NC(=O)c2ccc([N+](=O)[O-])cc2Cl)cc1OC | 3% | -10% | 8 | u | 90%[activator] | 1% | -5% |
| CC(NC(=O)c1ccc(F)cc1)c1ccccc1 (configuration not stated) | -9% | u | -2 | 4% | 9% | 5% | -17% |
| CC(C)(C)c1ccc(S(=O)(=O)N2CCC(c3nc4ccc(Cl)cc4[nH]3)CC2)cc1 | 1% | u | -31 | 1% | -4% | 1% | -36% |
| CCCCc1cc(=O)oc2cc(C)cc(OC(C)C(=O)NC(Cc3c[nH]c4ccc(O)cc34)C(=O)O)c12 (configuration not stated) | 1% | 32%[activator] | 11 | u | -4% | -7% | u |
| Cc1[nH]c2ccccc2c1/C=C/C(=O)c1ccccc1 | 2% | u | 38 | -11% | -5% | 4% | -30% |
| CCCn1c(=S)[nH]c2cc(C(=O)N3CCN(c4ccccc4OC)CC3)ccc2c1=O | -5% | u | 38 | -3% | 17% | 1% | -12% |
| CC(=O)NS(=O)(=O)c1ccc(NC(=O)CCC(=O)Oc2ccc(C)cc2)cc1 | 28% | -13% | -6 | -1% | 0% | 4% | -26% |
| OCc1cnc(SCc2ccc(F)cc2)n1Cc1ccc(F)cc1 | -5% | x | -26 | -1% | x | x | x |
| N#Cc1ccc(NC(=O)COCc2cc(-c3ccco3)on2)cc1 | 8%[15.4 µM] | x | 0 | -4% | x | x | x |
| Cc1ccc(N(CC(=O)NC2CCCC2)C(=O)CNC(=O)c2cccs2)c(C)c1 | -13% | -6% | -10 | -1% | -27% | 2% | 9% |
| O=C(CC1C(=O)N(c2ccccc2)C(=O)N1Cc1ccco1)Nc1ccccc1 (configuration not stated) | 2% | 18% | 14 | -5% | -17% | -3% | -25% |
| O=c1oc2cc(OCc3nn[nH]n3)ccc2c2c1CCCC2 | 0% | 22% | 16 | -14% | -19% | 1% | -27% |
| COc1ccc(OCCC(=O)N2CCN(C)CC2)cc1 | 5% | 10% | -10 | 4% | -7% | -3% | -10% |
| CC1(C)N=C(c2cccc(F)c2)C(=O)N1 | -7% | 18% | 56 | -14% | 5% | 1% | -11% |
| CCCCN(CCCC)c1nn[nH]n1 | -1% | -21% | -15 | x | 0% | x | x |
| CCC(CO)NC(=O)c1cc2c(s1)CCC2 (configuration not stated) | 1% | 15% | 23 | 2% | -3% | 2% | -7% |
| Cn1c(=O)c2[nH]c(NCC3CCCO3)nc2n(-c2ccccc2)c1=O (configuration not stated) | -2% | 10% | -3 | -5% | 5% | 0% | u |
| O=C(Nc1nc2c(Br)cc(Br)cc2c(=O)s1)C1CCC1 | -7% | 13% | 20 | 2% | 26% | -2% | -31% |
| Cc1c(OCC(=O)NCCN2CCOCC2)ccc2c3c(c(=O)oc12)CCC3 | 0% | -4% | -25 | -7% | -1% | 7% | 1% |
| Cc1cc(OCc2n[nH]c(=S)n2-c2ccccc2)ccc1Cl | u | 9% | -16 | -4% | 68%[activator] | 4% | -41% |
| CCOC(=O)c1sc(NC(=O)CCCn2nc([N+](=O)[O-])cc2C)c(C(=O)OCC)c1C | 5% | u | 52 | u | -12% | 0% | -22% |
| COC(=O)C1=C(C(=O)OC)C(c2cc(Br)ccc2O)c2sc(=O)[nH]c2S1 (configuration not stated) | -16% | 19% | -15 | -4% | -15% | -2% | -23% |
| Cc1ccc(S(=O)(=O)N(C)CC(=O)NNC(=O)CCNS(=O)(=O)c2cccc(C)c2)cc1 | 0% | 5% | -23 | x | 100%[activator] | x | -8% |
| Cc1cccc(C)c1NC(=O)C(=O)c1cn(C)c2ccccc12 | 4% | u | -17 | 2% | -4% | 8% | -7% |
| COc1ccc(CNC(=O)c2c[nH]c3ccccc3c2=O)cc1 | -3% | -14% | 9 | u | -5% | -3% | -24% |
| COc1ccc(NC(=O)c2cc([N+](=O)[O-])ccc2N2CCCCC2)cc1 | -5% | u | u | -5% | 4% | -1% | -39% |
| O=c1cc(CN2CCc3ccccc32)c2ccc(O)cc2o1 | -8% | 3% | 27 | -5% | 13% | 1% | -57% |
| Cc1ccc(C)c(NC(=O)N2CCC(N3CCN(Cc4ccc(F)cc4)C(=O)C3=O)CC2)c1 | -2% | x | 6 | -8% | x | x | x |
| O=C(NCC1CCCCC1)c1ccc2nc([C@@H]3O[C@H](CO)[C@@H](O)[C@H]3O)[nH]c2c1 | 0% | x | -6 | x | 0% | x | x |
| COc1ccc(-c2cc3c(=O)n(CC(=O)NC4CCN(Cc5ccccc5)CC4)ncn3n2)cc1 | 0% | 20%&4% | 70 | 4% | 5% | 4% | -2% |

16 entries from above, with values under each structure:
Sequence of screens: TbPYK inhibitor | HCV inh | HCMV antiviral | AmpC detergent | AMA1 RON2 block | LmPK inhibitor | AmpC inh no detg
- COc1ccc(CCNC(=O)C/C(C)=N/NC(=O)c2ccc([N+](=O)[O-])cc2Cl)cc1OC
→ 3% | -10% | 8 | u | 90%[activator] | 1% | -5%
- CC(NC(=O)c1ccc(F)cc1)c1ccccc1 (configuration not stated)
→ -9% | u | -2 | 4% | 9% | 5% | -17%
- CC(C)(C)c1ccc(S(=O)(=O)N2CCC(c3nc4ccc(Cl)cc4[nH]3)CC2)cc1
→ 1% | u | -31 | 1% | -4% | 1% | -36%
- CCCCc1cc(=O)oc2cc(C)cc(OC(C)C(=O)NC(Cc3c[nH]c4ccc(O)cc34)C(=O)O)c12 (configuration not stated)
→ 1% | 32%[activator] | 11 | u | -4% | -7% | u
- Cc1[nH]c2ccccc2c1/C=C/C(=O)c1ccccc1
→ 2% | u | 38 | -11% | -5% | 4% | -30%
- CCCn1c(=S)[nH]c2cc(C(=O)N3CCN(c4ccccc4OC)CC3)ccc2c1=O
→ -5% | u | 38 | -3% | 17% | 1% | -12%
- CC(=O)NS(=O)(=O)c1ccc(NC(=O)CCC(=O)Oc2ccc(C)cc2)cc1
→ 28% | -13% | -6 | -1% | 0% | 4% | -26%
- OCc1cnc(SCc2ccc(F)cc2)n1Cc1ccc(F)cc1
→ -5% | x | -26 | -1% | x | x | x
- N#Cc1ccc(NC(=O)COCc2cc(-c3ccco3)on2)cc1
→ 8%[15.4 µM] | x | 0 | -4% | x | x | x
- Cc1ccc(N(CC(=O)NC2CCCC2)C(=O)CNC(=O)c2cccs2)c(C)c1
→ -13% | -6% | -10 | -1% | -27% | 2% | 9%
- O=C(CC1C(=O)N(c2ccccc2)C(=O)N1Cc1ccco1)Nc1ccccc1 (configuration not stated)
→ 2% | 18% | 14 | -5% | -17% | -3% | -25%
- O=c1oc2cc(OCc3nn[nH]n3)ccc2c2c1CCCC2
→ 0% | 22% | 16 | -14% | -19% | 1% | -27%
- COc1ccc(OCCC(=O)N2CCN(C)CC2)cc1
→ 5% | 10% | -10 | 4% | -7% | -3% | -10%
- CC1(C)N=C(c2cccc(F)c2)C(=O)N1
→ -7% | 18% | 56 | -14% | 5% | 1% | -11%
- CCCCN(CCCC)c1nn[nH]n1
→ -1% | -21% | -15 | x | 0% | x | x
- CCC(CO)NC(=O)c1cc2c(s1)CCC2 (configuration not stated)
→ 1% | 15% | 23 | 2% | -3% | 2% | -7%

Additional structures follow:
| SMILES | TbPYK inhibitor | HCV inh | HCMV antiviral | AmpC detergent | AMA1 RON2 block | LmPK inhibitor | AmpC inh no detg |
| --- | --- | --- | --- | --- | --- | --- | --- |
| CCCCCCn1cc(C(=O)O)c(=O)c2cc(F)c(N3CCN(C)CC3)cc21 | -3% | 5% | x | u | -1% | 5% | -11% |
| Cc1cc(C)c(NC(=O)Cn2c(=O)nc(-c3ccccc3)c3cc(Cl)ccc32)c(C)c1 | -5% | x | -9 | -9% | x | x | x |
| CCOc1ccccc1CNC(=O)CCCC(=O)n1nc(C)c2ccccc21 | -6% | -2% | -24 | -10% | 0% | 7% | 13% |
| Cc1ccc(SCC(=O)Nc2ccc3oc(-c4cccc(C)c4)nc3c2)cc1 | 1% | x | 66 | 2% | x | x | x |
| CCN(CC)c1ccc(C(=O)OCC(=O)Nc2ccc3[nH]c(=O)[nH]c3c2)cc1 | -1% | -24% | -1 | u | -11% | 3% | u |
| COc1cccc(C(=O)CC(=O)C(=O)Nc2cc(OC)ccc2OC)c1 | 2% | 1% | 33 | u | 36%[activator] | -6% | -43% |
| CN(c1ccc(C(=O)Nc2ccccc2C(=O)N2CCCC2)cc1)S(C)(=O)=O | -1% | 16% | 28 | -12% | 1% | 2% | x |
| COc1ccc(-c2cc(C(=O)N(C)CC(=O)Nc3cccc(F)c3)c3ccccc3n2)cc1OC | 3% | x | 11 | x | -10% | x | x |
| O=[N+]([O-])c1cc(S(=O)(=O)N2CCCC2)ccc1N/N=C/c1ccccn1 | 4% | 3% | 27 | -6% | u | 1% | -41% |
| CCCC12CN3CC(C)(CN(C1)C31C(=O)Nc3ccc(C)cc31)C2=O (configuration not stated) | 2% | -5% | -39 | 2% | -3% | -9% | -12% |
| CCOC(=O)N1CCN(CC(O)COc2ccccc2C(C)C)CC1 (configuration not stated) | -2% | -2% | -13 | -5% | -1% | -1% | 133%[activator] |
| CCOc1ccc2nc(NC(=O)c3cccn(Cc4ccc(Cl)cc4)c3=O)sc2c1 | -2% | x | -13 | -2% | x | x | x |
| COc1ccccc1C(=O)NCC(=O)Nc1ccccc1 | 4% | 1% | 46 | 2% | 2% | -8% | -19% |
| CCC(=O)N(Cc1cc2ccc(C)cc2[nH]c1=O)c1ccccc1OC | 1% | -6% | 27 | -10% | -17% | 4% | 16% |
| CC1(C)Cc2c(C#N)c(SCCOc3ccccc3)nc(N3CCOCC3)c2CO1 | 1% | u | 86 | u | 9% | 2% | -15% |
| COc1ccc(OC)c(NC(=O)CCCC(=O)NC2CCCCC2)c1 | 2% | -9% | 1 | 1% | 7% | -3% | 3% |
| Cc1cccc(C)c1NC(=O)COc1cccc(/C=N/NC(=O)C(=O)NCc2ccccc2)c1 | 3% | 21% | 4 | -15% | 4% | 4% | -11% |
| CC(=O)c1cnc2nc(SCc3cccc(C)c3)nn2c1C | 8% | -21% | 20 | -7% | 3% | 3% | 52% |
| COc1ccc(S(=O)(=O)N2CCOCC2)cc1NC(=O)Cc1c(Cl)cccc1Cl | 4% | -6% | 2 | u | 21% | 1% | -18% |
| CCOC(=S)SCC(=O)Nc1nc(C)c(C)s1 | -4% | u | 65 | -1% | 30% | 3% | 10µM* |
| COc1cc(CC(NC(C)=O)C(=O)NC2CCN(C(=O)Nc3ccccc3C)CC2)cc(OC)c1 (configuration not stated) | 1% | -2% | -25 | 2% | -2% | -2% | 4% |
